CRFBP-R2 block: CRF-BP/CRF-R2 complex antagonism; HEK293 CRF-R2/CRF-BP, CRF-induced calcium fluorescence; inhibition, % at 11.8 µM; AID 588475; 350,000 compounds, 0.59% hits;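 active means inhibition of the ligand-induced calcium signal above about 50% at the single tested concentration, limit read from the data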
pCIP destab: lowers stability of the mouse p/CIP coactivator protein | Q05BA5 | F442A p/CIP-EGFP cells, EGFP fluorescence, 16 h | decrease of EGFP signal, % at 10 µM | 290,000 compounds, 0.01% hits | AID 1984;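 active means EGFP signal decrease of at least 30% at 10 µM or well 3 SD below plate mean, unless failing retest; inactive means the rest, including hits failing retest or dose response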; further: some compounds called inactive have numbers as strong as hits; many of its hits are not listed in these tables
IMP-1 inh: blocks Pseudomonas aeruginosa IMP-1 metallo-beta-lactamase; inhibition, % at 5.6 µM; purified IMP-1, nitrocefin hydrolysis, epi-absorbance fluorescence; 290,000 compounds, 0.45% hits; AID 1556;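 active means inhibition above the mean plus 3 SD of all compounds in the same screening run, cut at about 4.5% in these data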;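 further: 0% = IMP-1 with DMSO and 100% = DMSO wells lacking enzyme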
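System: Purified IMP-1 | Read-out basis: Percent enzyme inhibition | Controls: IMP-1 with DMSO as 0%, enzyme-free DMSO as 100% | Replicates: One well per compound | Doses: 5.6 µM nominal single concentration | Detection: Epi-absorbance fluorescence, 480 nm excitation, 530 nm emission | Incubation: 25 °C, 15 min preincubation, 25 min reaction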
IDE inh: cellular human IDE inhibition | P14735 | HEK cells, FAbetaB cleavage, fluorescence polarization | inhibition, % at 5.59 µM | 320,000 compounds, 0.41% hits | AID 434962;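 active means percent inhibition above the average of all tested compounds plus 3 SD, set per screening campaign, cut at about 16% in these data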;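 further: IDE supplied by intact live HEK cells; FP after avidin binding of uncleaved biotin substrate so inhibition keeps polarization high; 0% = DMSO wells and 100% = 60 µM reference IDE inhibitor Ii1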
NS3 helicase inh: blocks Hepatitis C virus NS3 helicase unwinding; NS3 helicase DNA unwinding, Cy5 molecular beacon fluorescence; inhibition, % at 10.9 µM; 290,000 compounds, 0.56% hits; AID 1800;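 active means inhibition above the mean of all tested compounds plus 3 SD, set per campaign, cut at about 35% in these data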;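 further: 0% = DMSO wells and 100% = thioflavine S control wells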
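System: NS3 helicase fragment of HCV / Schedule: 1 h at 25 °C / Control set: DMSO alone as 0% and 110 µM thioflavine S as 100% / Reagent: Cy5/quencher beacon DNA duplex and ATP to start / Technique: Cy5 fluorescence / Replication: singlicate / Evaluation: % inhibition of end-to-start signal ratio versus controls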
GalR3 antag: blocks the human galanin receptor 3; HEK293 GalR3-CNG cAMP membrane potential fluorescence; galR3 body fused to GalR1 C-terminus; 360,000 compounds, 0.44% hits; inhibition, % at 3 µM; O60755;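 active means inhibition above the screen-wide average plus 3 SD, cut at about 13% in these data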;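 further: forskolin and galanin both at EC90 stimulate the cells; cAMP rise reported by CNG channel membrane potential dye signal; 0% = forskolin plus galanin with DMSO and 100% = forskolin alone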
IDE cell activ: boosts human insulin-degrading enzyme activity in HEK cells. FAbeta-B cleavage, fluorescence polarization; 0% vehicle, 100% cell-free pure enzyme wells. AID 493087. 340,000 compounds, 0.073% hits. P14735. activation, % at 5.96 µM;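 active means activation above the mean of all tested compounds plus 3 SD, set per screening campaign, cut at about 17% in these data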
VIM-2 inhibitor: blocks Pseudomonas aeruginosa VIM-2 metallo-beta-lactamase; purified VIM-2, nitrocefin hydrolysis, epi-absorbance fluorescence; inhibition, % at 5.6 µM; 290,000 compounds, 0.89% hits; AID 1527;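 active means inhibition above the mean of all tested compounds plus 3 SD, cutoff set per screening run, cut at about 7.5% in these data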;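 further: red hydrolysis product quenches plate fluorescence so inhibitors raise well fluorescence; 0% = enzyme with DMSO and 100% = DMSO without enzyme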
UBC9 SUMO inh: blocks human SUMOylation mediated by UBC9; P63279; 290,000 compounds, 0.36% hits; HTRF SUMOylation assay, SAE1/SAE2 + UBC9, in vitro; AID 2006; inhibition, % at 35 µM; in the data active means inhibition above about 50%, passing the limit was not always enough; further: strong numbers were not always called active
Starred values were filed as active, the others as inactive; / = no result given.

Sequence of screens – CRFBP-R2 block, pCIP destab, IMP-1 inh, IDE inh, NS3 helicase inh, GalR3 antag, IDE cell activ, VIM-2 inhibitor, UBC9 SUMO inh
> O=C(COC(=O)c1cc(S(=O)(=O)N2CCOCC2)ccc1Cl)NCc1ccccc1
 : 1, /, /, 7, /, -6, -1, /, /
> O=C(CNS(=O)(=O)c1ccc(Br)cc1)N1CCN(c2ccc(F)cc2)CC1
 : 3, 6, -4.9, 3, -2, -4, 2, -4.2, -13
> C=CCn1c(-c2ccc(Cl)cc2)c[nH]c1=S
 : -28, -7, -2.0, 6, 10, -4, 2, -1.7, 0
> COCCCn1c(-c2ccc(Cl)cc2)n[nH]c1=S
 : 0, -6, -3.2, 3, -3, -2, 0, 5.7, -7
> COc1cccc(CNC(=O)CCNC(=O)N2CCn3c2nc2ccccc23)c1
 : 8, -16, -2.0, -4, -7, -6, 5, -2.1, 4
> Cc1ccc(C(=O)N2CCN(S(C)(=O)=O)C2)cc1
 : 3, -5, -4.7, 5, 3, -2, 2, -2.5, 12
> O=C(NCc1ccc(F)cc1)C1CCCN(c2cnccn2)C1 (stereo not given)
 : -2, -4, 0.4, 1, -3, 0, -1, 0.4, 8
> CS(=O)(=O)N1CCN(C(=O)Cc2ccc(Br)cc2)CC1
 : 8, 3, -1.8, 2, -7, -1, 2, -0.6, 6
> CCN(c1ccc(N=Cc2c(O)n(Cc3ccc(OC)cc3)c(=O)c3ccccc23)cc1)C(C)C
 : -99, -311, -3.4, /, -3, 12, 0, -2.1, 10
> Cc1ccc(C2C(C#N)=C(N)Oc3cc(N)ccc32)cc1 (stereo not given)
 : -18, 2, 1.0, 6, -6, 1, 0, -1.0, -10
> COc1ccccc1CNC(=O)[C@@H]1CCCN1S(=O)(=O)c1ccc(Cl)cc1
 : -33, -16, -2.9, 6, -2, -9, 0, -1.3, 5
> O=C(O)CCN(CCC(=O)O)c1ccccc1
 : 30, -4, -4.6, 2, 7, 2, 0, -3.8, -2
> CN(Cc1ccccc1)Cc1c(O)ccc2ccccc12
 : -7, -17, -2.3, 3, -4, -10, 5, -1.1, 10
> CCn1c(O)c(C=Nc2ccccc2)sc1=S
 : -12, 2, -1.7, 3, 16, -6, /, -1.3, -2
> CN1CCN(c2sc(S(C)(=O)=O)nc2S(=O)(=O)c2ccc(Cl)cc2)CC1
 : -4, -4, -2.3, -5, -2, -4, 1, -3.1, 12
> Nc1c(S(=O)(=O)c2ccccc2)csc1C(=O)O
 : 14, -7, -2.9, -5, 5, -7, 3, -3.4, 8
> COc1ccc(CCN2C(=O)CSC2c2cccc([N+](=O)[O-])c2)cc1OC (stereo not given)
 : 9, -1, -0.9, -2, -3, -2, 2, -1.4, 7
> CC(C)(C)n1cnc2cc(NC(=O)c3ccco3)ccc21
 : 1, 6, -1.2, 3, -1, -9, 3, -1.1, 4
> CC1(C(=O)Nc2ccccc2)Cc2ccccc2C(=O)O1 (stereo not given)
 : -6, -14, -3.2, 9, 3, -6, 5, -1.3, -3
> N#Cc1ccc(-c2cccnc2)nc1SCc1ccc(Cl)cc1Cl
 : 0, 0, -2.7, -3, -9, -3, 4, -0.7, 24
> CC(C)(C)c1ncc(S(=O)(=O)c2ccc(C(F)(F)F)cn2)c(N)n1
 : 2, -7, -1.6, -7, 16, -3, 3, -1.4, 1
> Cn1cccc1Cc1nnc(SCC(=O)NCc2ccc3c(c2)OCO3)n1CCc1ccccc1
 : 8, -3, -5.0, 1, 26, -5, -1, -4.2, -4
> CCN(c1ccc(NC(=O)CN2C(=O)NC3(CCOc4ccccc43)C2=O)cc1)C(C)C (stereo not given)
 : 13, -2, -2.4, 5, 0, -3, -2, -4.4, -5
> CCOCCCn1cc(C(=O)c2cc(Br)ccc2O)cc(C#N)c1=O
 : -4, -2, -0.2, -2, 17, -6, -9, -0.8, 2
> CCOC(=O)CCCCNCc1ccccc1
 : -6, -5, -3.5, 7, 5, 2, -2, -2.6, -5
> Clc1ccc(SCCOCCN2CCc3ccccc3C2)cc1
 : -43, 19, -1.2, 3, -47, -5, -4, 0.3, 5
> CCOc1cc(C)nc(N2CCCC(C(=O)NCc3ccccc3F)C2)n1 (stereo not given)
 : -6, -8, -3.3, 7, 10, -4, 2, -4.3, -12
> O=c1oc2c(-c3cccc(F)c3)cc(O)cc2s1
 : 8, 6, -0.8, 8, 16, 5, -1, 1.2, 13
> CCOC(=O)C(NC(C)=O)(Nc1cccc(F)c1)C(F)(F)F (stereo not given)
 : 11, 7, -1.7, 5, 13, 4, 1, -1.0, -3
> Cc1ccn2cc(-c3cc4ccccc4oc3=O)nc2c1
 : 13, -10, -2.5, /, 8, -1, 3, -1.5, 20
> Cc1ccc(C)c(NC(=O)CC2Oc3ccccc3NC2=O)c1 (stereo not given)
 : -17, 0, -3.3, -1, -11, -5, -5, -1.5, -7
> COc1ccc(C(=O)Cn2c(=N)n(C)c3ccccc32)cc1
 : 2, 8, -2.1, -5, -14, -7, 5, -1.2, 21
> COC(=O)c1ccc(COc2ccccc2/C=C/C(=O)c2ccc(OCC(=O)O)cc2)cc1
 : 11, -19, -1.4, 3, -27, -9, -2, -0.6, 27
> CC(Oc1cccc(Cl)c1)C(=O)NC1CC(C)(C)NC(C)(C)C1 (stereo not given)
 : -14, -7, -2.5, -3, 16, -1, 4, -2.3, 3
> CCCc1nc2ccc(NC(=O)NCCC(=O)OCC)cc2c(=O)n1Cc1ccc(Cl)cc1
 : 0, -4, -2.4, 0, 4, -4, 9, -1.8, 4
> CSc1ccc(/C=N/N2CCN(Cc3ccc(Cl)cc3)CC2)cc1
 : -7, 0, -2.2, 4, 7, 2, -5, -3.3, -7
> S=C(Nc1ccc(Cl)cc1)N1CCOCC1
 : -27, /, -1.3, 1, -1, -1, 0, 0.2, /
> CCOC(=O)C1CCN(c2nc3ccccc3nc2C(C#N)C(=O)OCCOC)CC1 (stereo not given)
 : 8, -4, -5.5, -1, -1, -4, 4, -3.8, -17
> CC1CCCCC12NC(=O)N(CC(=O)OCc1cccc(F)c1)C2=O (stereo not given)
 : -18, /, /, 0, /, -9, 4, /, /
> Cn1cc(S(=O)(=O)N2CCCC2)cc1C(=O)NCc1ccc(Cl)cc1
 : -20, 3, -4.0, -2, -3, /, 9, -4.1, -9
> O=C(N/N=C/c1ccccn1)c1sc2ccccc2c1Cl
 : 5, 15, 0.8, 7, 4, -5, 5, 1.2, -64
> COc1cccc(CNS(=O)(=O)/C=C/c2ccc(OC)c(OC)c2)c1
 : -5, -4, -0.3, -2, -6, -3, -4, -0.4, 4
> CC(=O)c1cccc(NC(=O)C2=CC(c3ccc4c(c3)OCO4)=NS(=O)(=O)N2C)c1
 : -7, -10, -1.4, -4, -9, -1, 2, 2.2, /
> Cc1ccc(N2C(=O)c3cccc4c([N+](=O)[O-])ccc(c34)C2=O)c2cccnc12
 : 20, -241, -3.0, 1, 10, 14*, 4, -1.4, 26
> COc1ccc(NC(=O)Cn2nnc(C(=O)NCc3ccco3)c2N)c(OC)c1
 : -2, -2, -4.5, -2, -6, 0, -1, -5.0, 12
> Cc1cccc(NC(=O)CN(C)C(=O)C2CCCC2)c1C
 : 5, /, /, -2, /, -3, 2, /, /
> CC(=O)Nc1ccc(C(=O)N/N=C/c2ccccc2OCc2ccccc2)cc1
 : -6, -6, -4.2, -3, -9, -8, -3, -2.9, -15
> COCCn1c(=N)c(C(=O)NCCc2ccc(OC)cc2)cc2c(=O)n3cccc(C)c3nc21
 : 9, -7, -3.2, 1, -4, 1, -1, 1.1, 20
> Cn1c(NC(=O)c2ccccc2)cc(=O)n(C)c1=O
 : 1, -23, -4.2, 3, 4, 0, 4, -5.3, 16
> CCN(CC)c1ccc(NC(=O)c2cccc(OC)c2)c(C)c1
 : 30, 0, -4.2, 4, 7, -5, 3, -4.8, -3

(more compounds)
Sequence of screens – CRFBP-R2 block, pCIP destab, IMP-1 inh, IDE inh, NS3 helicase inh, GalR3 antag, IDE cell activ, VIM-2 inhibitor, UBC9 SUMO inh
> CCOC(=O)C1CCCN(C(=O)c2cc(=O)c3ccccc3o2)C1 (stereo not given)
 : 2, -3, -2.5, 0, -5, -4, 0, -1.3, 1
> C[C@@H]1CN([C@H](C)CO)C(=O)Cc2cc(NC(=O)Cn3cnnn3)ccc2O[C@@H]1CN(C)Cc1ccc(Cl)c(Cl)c1
 : 11, /, /, -2, /, -2, 4, /, /
> CC(NC(=O)C1CCN(S(=O)(=O)c2ccc3c(c2)NC(=O)CO3)CC1)c1ccccc1 (stereo not given)
 : 3, -11, -3.8, 7, 9, 1, 0, -3.6, 6
> CSc1cc(C)n(-c2ccc(Cl)cc2)c(=S)c1C(C)=O
 : 17, -5, -2.0, -8, 3, 0, 0, -1.6, 20
> Cc1cc(C)c2oc(C(=O)N(Cc3cccs3)C3CCS(=O)(=O)C3)cc(=O)c2c1 (stereo not given)
 : -13, -2, -2.4, -2, -16, 2, -2, 0.6, 17
> COc1cccc(C(=O)NCC(=O)OCC(=O)Nc2ncc(Cl)cc2Cl)c1
 : -2, -2, -3.0, -1, 6, 10, 3, -3.1, 18
> Cc1cccc(OCC(=O)Nc2ccccc2N2CCN(C(=O)C(C)C)CC2)c1C
 : -36, -4, -2.5, 0, -7, 3, 2, -2.0, 10
> COc1ccc(NC(=O)C2(c3ccc(NC(=O)c4ccc(OC)c(OC)c4)cc3)CCCC2)cc1
 : 6, -3, -2.6, 1, -8, -4, 2, -1.9, 13
> COC(=O)c1ccccc1NC(=O)CN1C(=O)C2CCCN2c2ncc(Cl)cc21 (stereo not given)
 : /, 13, -2.0, -3, -4, /, /, -1.8, -6
> Cc1ccc(NC(=O)c2cc3ccccc3o2)cc1S(=O)(=O)N(C)C
 : -7, -4, -1.5, /, -1, 2, 1, -2.1, -4

Screens from PubChem.
